# NPSR antag: antagonists of human neuropeptide S receptor cAMP signaling | Potency, µM (top dose mostly 38.3 µM), without a hit: top-dose activity change, negative = inhibition, hits mostly inhibitors | Q6W5P4 | CHO-NPSR cells, cAMP TR-FRET, antagonist mode | actives 1% (n = 220,000); note: potency is the fitted concentration of half-maximal effect; % is set by controls: 0 for no effect and ±100 for the full control effect; nearly all actives have a fitted effect of over 50% in size; many of its hits are not listed in these tables
# Tau fluor counter: counter-screen for tau fibril formation inhibitors | tau K18 P301L (four-repeat tau fragment) Alexa594 fluorescence, heparin fibrillization | Potency, µM (top dose mostly 57.7 µM), for the others: at the top dose activity change, negative = decrease | actives 0.93% (n = 280,000); note: potency is the fitted concentration of half-maximal effect; % is set by controls: 0 for no effect and ±100 for the full control effect; nearly all actives have a fitted effect of over 55% in size
#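 Human K18 P301L tau (15 uM unlabeled plus 0.24 uM Alexa 594-labeled, final) in 100 mM sodium acetate pH 7 was mixed with compound and 20 uM heparin and incubated 6 hr at 37 C.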
# Tau fibril FP: blocks human tau fibril formation measured by polarization; K18 P301L tau heparin fibrillization, Alexa594 FP, 6 h; Potency, µM (series often up to 57.7 µM), inactives show at the top dose activity, negative = inhibition, hits mostly inhibitors; actives 0.39% (n = 280,000); AID 1468; note: potency is the fitted concentration of half-maximal effect; % is set by controls: 0 for no effect and ±100 for the full control effect; nearly all actives have a fitted effect of over 55% in size
# Target sequence (P10636 561-689 P618L limits assumed): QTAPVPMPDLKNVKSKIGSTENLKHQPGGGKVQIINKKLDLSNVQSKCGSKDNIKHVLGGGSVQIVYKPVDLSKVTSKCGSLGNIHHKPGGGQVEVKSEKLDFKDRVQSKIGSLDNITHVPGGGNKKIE
#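 Quantitative HTS format: compounds meet 15 uM recombinant K18 P301L tau and Alexa 594-tau tracer in 100 mM sodium acetate pH 7; 20 uM heparin triggers fibrillization at 37 C over 6 hr; FP gives the signal.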
# TR SRC2 fluor cs: Texas Red fluorescence interference in TRb-SRC2 counter-screen | TRb/SRC2 Texas Red total fluorescence interference | Potency, µM (top dose mostly 106 µM), for the others: at the highest dose fluorescence change, negative = quenching | actives 0.29% (n = 280,000); active = well fitted curve in either direction with a large enough effect; inconclusive = small, poorly fitted or top-dose-only effect; note: potency is the fitted concentration of half-maximal effect; % is set by controls: 0 for no effect and ±100 for the full control effect
#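 Human TRb ligand-binding domain at 0.6 uM with 20 nM Texas Red SRC2 peptide in Tris buffer containing 1 uM T3 and 5% DMSO, incubated with compound 5 h at ambient temperature. Total fluorescence (555/632 nm) calculated as parallel + 2 × perpendicular.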
# Epigenetic reg: derepresses silenced GFP reporter in murine cells | actives 0.2% (n = 280,000) | murine LDR cells, GFP reporter derepression, 30 h | Potency, µM (top dose mostly 53.9 µM), without a hit: at the top dose GFP activation, most hits filed as activators; note: potency is the fitted concentration of half-maximal effect; % of control where 0% means no effect; nearly all actives have a fitted effect of over 60% in size
#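 In this reporter-derepression format, murine cells bearing a silenced integrated CMV-GFP locus incubate with test compound (30 h, 37 C), then are washed and imaged; fluorescent objects of 20–120 um count as induced cells.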
# CBFb RUNX1 block: blocks binding between human CBF-beta and RUNX1. AlphaScreen CBFb-His/RUNX1-biotin binding, biochemical. AID 1477. Potency, µM (top dose mostly 59.8 µM), for inactives: top-dose activity, negative = inhibition, usual class: inhibitors. 230,000 tested, under 10 active; note: % of control where 0% means no effect
# Target sequence (Q01196 whole entry, looked up): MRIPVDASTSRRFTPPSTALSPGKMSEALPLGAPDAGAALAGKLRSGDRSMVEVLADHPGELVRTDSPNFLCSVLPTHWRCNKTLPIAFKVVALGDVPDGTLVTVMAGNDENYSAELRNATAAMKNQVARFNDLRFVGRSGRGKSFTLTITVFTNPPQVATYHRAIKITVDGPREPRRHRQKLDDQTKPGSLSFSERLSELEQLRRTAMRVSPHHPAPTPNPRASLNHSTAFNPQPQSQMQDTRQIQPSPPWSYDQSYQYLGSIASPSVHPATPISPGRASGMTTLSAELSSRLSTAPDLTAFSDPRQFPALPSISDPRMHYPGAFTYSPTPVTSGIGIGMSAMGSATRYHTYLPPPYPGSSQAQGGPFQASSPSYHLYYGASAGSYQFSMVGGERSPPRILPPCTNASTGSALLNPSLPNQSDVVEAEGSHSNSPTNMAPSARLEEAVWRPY
# Target sequence (Q13951 whole entry, looked up): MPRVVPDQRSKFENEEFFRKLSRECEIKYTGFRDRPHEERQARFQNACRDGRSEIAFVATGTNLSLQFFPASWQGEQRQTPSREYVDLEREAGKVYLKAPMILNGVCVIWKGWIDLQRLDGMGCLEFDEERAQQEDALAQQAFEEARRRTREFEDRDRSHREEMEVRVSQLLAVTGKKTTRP
#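 AlphaScreen binding: CBFb-His and RUNX1-biotin (30 nM each) preincubated 20 min, compound added for 15 min, then nickel and streptavidin beads for 90 min, all at room temperature. Disruption of the interaction by any mechanism counts as activity.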
# GLA spleen mod: inhibits or activates alpha-galactosidase in human spleen homogenate; P06280; human spleen homogenate, 4MU-alpha-Gal fluorescence, 40 min; Potency, µM (top dose mostly 80 µM), inactives show at the top dose activity change, negative = inhibition, actives largely listed as inhibitors; actives 0.008% (n = 240,000);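 note: potency is the fitted concentration of half-maximal effect; 0% = enzyme with vehicle and -100% = no enzyme basal signal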
#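 Human spleen homogenate (1 ug) as enzyme source, 4-methylumbelliferyl-alpha-D-galactopyranoside 1 mM final, citrate/phosphate pH 5.0 with 0.01% Tween-20. Compounds 40 min at 37C, NaOH/glycine stop; fluorescence Ex 365/Em 440, Hill-fit AC50.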
# TRb-SRC2 inh: TRbeta-SRC2 interaction inhibition | Potency, µM (highest dose often 106 µM), inactives show at the top dose activity change, negative = inhibition, hits mostly inhibitors | P10828 | TRbeta-SRC2 peptide binding, fluorescence polarization; receptor liganded with 1 µM T3 | actives 0.065% (n = 280,000) | AID 1469;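 note: potency is the fitted concentration of half-maximal effect; plate controls were bound peptide for no effect and peptide without receptor for full effect; nearly all actives have a fitted effect of over 50% in size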
#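 Human TRb LBD (0.6 uM) plus Texas Red-labeled SRC2 peptide (20 nM), 1uM T3, 5% DMSO, 5 hr at ambient temperature. Decreased polarization (555/632 nm) flags inhibition; data normalized to free and bound peptide controls.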
# Numbers without * were called inactive; ? = inconclusive; . = no result given; [ ] = remark or other dose. Unless noted, calls come from the whole dose curve; as a rule, active = well fitted curve in the direction sought with a large enough effect; inconclusive = small, poorly fitted or top-dose-only effect, or another doubt; inactive = no such curve, though single readings can be large; an effect the other way counts as inactive or inconclusive.
SMILES	NPSR antag	Tau fluor counter	Tau fibril FP	TR SRC2 fluor cs	Epigenetic reg	CBFb RUNX1 block	GLA spleen mod	TRb-SRC2 inh
Cc1ccc(-n2c(N)c(C(=O)Nc3c(C)n(C)n(-c4ccccc4)c3=O)c3nc4ccccc4nc32)cc1	?	-21.9%	-6.8%	-1.8%	4.6%	-1.6%	2.2%	-12.6%
COc1ccc(CNC(=O)C(=O)NCC(c2cccs2)S(=O)(=O)c2cccs2)cc1 (stereo not given)	.	-8.2%	-5.6%	-0.3%	3.8%	.	.	1.0%
COc1cc(Nc2ncnc3onc(-c4ccc(Cl)cc4)c23)cc(OC)c1	.	-26.0%	-11.1%	?	12.7%	.	.	-6.4%
O=C(Nc1cccc(C(=O)N2CCN(c3ccc(F)cc3)CC2)c1)c1nsc2ccccc12	.	-26.5%	3.2%	-2.1%	-0.8%	.	.	-10.4%
C#CCn1cc(C=C2C(=O)c3ccccc3C2=O)c2ccccc21	-30.7%	-21.4%	3.5%	-0.1%	4.5%	-9.4%	11.2%	0.2%
NC(=O)CN1CCN(C(=O)Nc2ccccc2)CC1	11.9%[46.1 µM]	-4.5%	-8.4%	-1.3%	0.0%	8.9%	5.4%	-3.3%
CCOC(=O)/C=C1\CC(=O)Nc2nonc2N1	-14.6%[46.1 µM]	-10.3%	3.6%	-3.4%	0.0%	4.3%	-4.8%	-8.2%
Cn1c(-n2cccc2)c(-c2c(-c3ccc(F)cc3)[nH]c3c2c(=O)n(C)c(=O)n3C)c(=O)n(C)c1=O	.	4.7%	6.2%	-17.3%	-1.6%	.	.	-2.4%
C=CCNC(=S)NNC(=O)COc1ccc2cc(Br)ccc2c1	-6.8%	-17.7%	-4.6%	-2.0%	0.0%	-8.9%	0.3%	-3.9%
COC(=O)c1cc2oc(C)cc2n1CC(=O)Nc1cc(Cl)ccc1OC	.	-16.3%	-3.9%	3.9%	17.6%	.	.	2.1%
COc1ccc(OC)c(NC(=O)CCc2c(C)nn(-c3ccc(N4CCCC4)nn3)c2C)c1	.	-10.4%	5.8%	2.6%	0.0%	.	.	6.2%
CC(=O)NCCc1nc2ccccc2n1CCOc1ccc(C)cc1	14.1%	-6.6%	1.3%	-0.7%	-4.1%	3.7%	-4.7%	-6.4%
Cc1ccc(/C=N/NC(=O)C2(O)c3ccccc3-c3ccccc32)o1	0.9%	11.1%	6.7%	-0.5%	14.3%	0.4%	-3.0%	7.6%
O=C(N=Nc1c(O)[nH]c2ccccc12)c1cccc(S(=O)(=O)N2CCCCC2)c1	6.9%	11.2%	1.5%	0.6%	1.5%	-24.6%	0.8%	2.2%
CCOc1ccc(/C=N/OCC(=O)NCc2cccs2)cc1	-4.2%[46.1 µM]	-9.6%	-3.2%	-0.2%	1.1%	-5.1%	2.1%	-6.9%
COc1ccc(C2CC(=O)c3cc(-c4nc(-c5cccc([N+](=O)[O-])c5)cs4)c(=O)n(-c4cc(C)cc(C)c4)c3C2)cc1 (stereo not given)	.	?	-1.2%	3.2%	-0.9%	.	.	-7.0%
COc1ccc(S(=O)(=O)Cc2ccc(C(=O)NC3CC3)o2)cc1	4.8%[46.1 µM]	-0.1%	-0.7%	2.6%	1.9%	-2.1%	3.6%	1.7%
Cc1nn(C)c(C)c1NC(=O)c1cc2nc(-c3ccco3)cc(C(F)(F)F)n2n1	11.7%	-9.1%	2.2%	-3.6%	0.0%	-1.3%	-5.2%	-2.6%
Cc1nn(Cc2ccccc2Cl)c(C)c1NC(=O)Cn1nc([N+](=O)[O-])c(Cl)c1C	-12.2%[46.1 µM]	-10.1%	?	-5.5%	-2.2%	8.7%	0.2%	-1.8%
CC1=C(C(=O)Nc2ccccc2Cl)C(c2ccc(N(C)C)cc2)NC(=O)N1 (stereo not given)	-13.2%[46.1 µM]	-10.7%	0.5%	-5.2%	1.3%	-1.2%	2.9%	-1.6%
S=C(Nc1cccnc1)Nc1cccc2cnccc12	11.1%	-19.4%	?	-2.8%	4.1%	-1.5%	9.8%	-29.8%
CCOC(=O)c1cnc2c(OC)cccc2c1NCc1cccnc1	-7.9%	5.0%	2.1%	-0.4%	-0.7%	-0.6%	4.5%	-1.4%
Cc1ccccc1NC(=O)/C(C#N)=C\c1cn(CC(=O)O)c2ccccc12	10.4%	-3.2%	8.5%	-0.7%	1.7%	3.1%	6.0%	2.2%
CC(C)(C)NC(=O)CSc1n[nH]c(=O)n1-c1ccccc1	5.9%[46.1 µM]	8.5%	-7.1%	1.0%	-2.6%	-0.1%	10.9%	-17.1%
CCCCOc1ccc(CSc2nnc(C)n2N)cc1[N+](=O)[O-]	12.7%	7.0%	9.2%	-9.7%	-0.1%	0.1%	2.5%	-0.6%
NC(=O)C1CCN(C2=C(NS(=O)(=O)c3ccccc3)C(=O)c3ccccc3C2=O)CC1	10.9%[7.67 µM]	-26.8%	4.8%	-4.3%	-1.4%	-19.0%	-3.5%	1.6%
COC(=O)c1cn(NC(=O)c2ccc3c(c2)OCO3)c(=O)c2ccccc12	-19.5%[46.1 µM]	2.6%	7.5%	2.1%	0.0%	1.2%	5.7%	-2.8%
O=C(O)C1C(=O)NCC1c1ccccc1 (stereo not given)	7.9%	4.3%	-0.7%	-2.1%	-2.7%	1.2%	5.9%	15.7%
Cc1ccc(CNc2nc(C)nc3sc4c(c23)CCC4)cc1	?	-23.4%	-15.2%	1.1%	0.8%	0.9%	-7.6%	-4.3%
CCOc1cccc2cc(C(C)=O)oc12	13.0%	-0.2%	0.8%	-3.6%	1.3%	-17.9%	-3.0%	-4.6%
CC(C)Oc1ccccc1OCCCOc1cccc2cccnc12	-3.8%	-4.6%	4.8%	1.3%	-3.3%	0.3%	0.0%	-1.1%

# Look-ups from above:
# Value for `CC(C)(C)NC(=O)CSc1n[nH]c(=O)n1-c1ccccc1` in Tau fibril FP: -7.1%
# Value for `CC1=C(C(=O)Nc2ccccc2Cl)C(c2ccc(N(C)C)cc2)NC(=O)N1` (stereo not given) in Tau fluor counter: -10.7%

# Entries from the list above that have a Cl atom (4):
SMILES	NPSR antag	Tau fluor counter	Tau fibril FP	TR SRC2 fluor cs	Epigenetic reg	CBFb RUNX1 block	GLA spleen mod	TRb-SRC2 inh
COc1cc(Nc2ncnc3onc(-c4ccc(Cl)cc4)c23)cc(OC)c1	.	-26.0%	-11.1%	?	12.7%	.	.	-6.4%
COC(=O)c1cc2oc(C)cc2n1CC(=O)Nc1cc(Cl)ccc1OC	.	-16.3%	-3.9%	3.9%	17.6%	.	.	2.1%
Cc1nn(Cc2ccccc2Cl)c(C)c1NC(=O)Cn1nc([N+](=O)[O-])c(Cl)c1C	-12.2%[46.1 µM]	-10.1%	?	-5.5%	-2.2%	8.7%	0.2%	-1.8%
CC1=C(C(=O)Nc2ccccc2Cl)C(c2ccc(N(C)C)cc2)NC(=O)N1 (stereo not given)	-13.2%[46.1 µM]	-10.7%	0.5%	-5.2%	1.3%	-1.2%	2.9%	-1.6%

# The list is partial (hit frequency here may not be typical).
